Screens deposited in PubChem by National Center for Advancing Translational Sciences (NCATS).
D2 agonist = HTS Assay for Allosteric Agonists of the Human D2 Dopamine Receptor: Primary Screen for Agonists; D(2) dopamine receptor (Homo sapiens), P14416; HEK293 T-REx D2 cells, calcium flux agonist mode; activation, % at 2 µM; hit rate 0.53% among 340,000; AID 485358, 2010;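 active = activation over 3 SD above normal in the single-dose calcium agonist read, cut at about 30% in these data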; also: 0% is about no effect
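Tetracycline-induced HEK293 Trex cells with D2 receptor force-coupled to calcium signaling, plated overnight at 30 C and loaded with no-wash calcium dye. Calcium flux read kinetically for 180 s after compound addition; responses flag agonists.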
D2 antagonist = HTS Assay for Allosteric Antagonists of the Human D2 Dopamine Receptor: Primary Screen for Antagonists | D(2) dopamine receptor (Homo sapiens), P14416 | HEK293 TREx D2 cells, calcium flux, dopamine EC80 | inhibition, % at 10 µM | hit rate 2% among 340,000 | AID 485344, 2010; in the data active = inhibition above about 30%; also: 0% is about no effect
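HEK293 T-REx D2 cells, tet-induced, calcium dye no-wash. Cpd pintool add, 180 s kinetic, then EC80 DA, 180 s kinetic. Ca flux read.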
LDHA block = qHTS assay for inhibitors of human lactate dehydrogenase | purified LDHA, NADH/diaphorase-resazurin fluorescence; active compounds read low | L-lactate dehydrogenase A chain (Homo sapiens), P00338 | AID 1347041, 2019 | activity change, % (values are at about 110 or 230 µM) | hit rate 0.15% among 480,000; in the data active = activity change below about -30%; inconclusive = mostly about -25% to -30%;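 also: plate controls were DMSO wells for no effect and wells without enzyme for full effect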
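Resorufin fluorescence (ex540/em590), read at 0 and 20 min after diaphorase/resazurin addition, reports the NADH left after a 5 min room-temperature reaction of 2 nM human LDH5 with 0.06 mM NADH and 0.2 mM pyruvate.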
Vif-A3F inh = qHTS for Inhibitors of Vif-A3F Interactions: qHTS | HeLa A3F-eYFP + Vif (tagged APOBEC3F with the HIV-1 protein that degrades it), YFP fluorescence increase | Potency, µM (highest dose often 46.1 µM), for the others: at the top dose activity, negative = active | hit rate 0.2% among 390,000; also: potency is read from the fitted curve at half-maximal effect; % of control where 0% means no effect; nearly all actives have a fitted effect of over 65% in size
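Fluorescence increase (Ex 488/Em 500-530) after overnight compound treatment at 37 deg C flags inhibition of Vif-driven A3F-eYFP loss in stable HeLa A3F-eYFP/Vif cells seeded overnight beforehand.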
ERG Ets-DNA blk = qHTS for Small Molecule Inhibitors of the ERG Ets/DNA interaction. Transcriptional regulator ERG (Homo sapiens), P11308. fluorescence polarization, His-ERG Ets domain / labelled DNA. Potency, µM (highest dose often 76.9 µM), inactives show top-dose FP activity, negative = inhibition, usual class: inhibitors. hit rate 0.028% among 370,000. AID 624246, 2012; active = well fitted inhibition curve with a large enough effect in the polarisation, with a control signal flat; inconclusive = small, poorly fitted or top-dose-only effect, or effect the other way, or a change in a side signal; inactive = no such curve, though single readings can be large or run the other way; the % refers to the polarisation;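 also: polarization taken with two DNA probes labelled with fluorescein and Texas red; potency is read from the fitted curve at half-maximal effect; % of control where 0% means no effect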
Target sequence (P11308 whole entry, looked up, the tested form may be a part): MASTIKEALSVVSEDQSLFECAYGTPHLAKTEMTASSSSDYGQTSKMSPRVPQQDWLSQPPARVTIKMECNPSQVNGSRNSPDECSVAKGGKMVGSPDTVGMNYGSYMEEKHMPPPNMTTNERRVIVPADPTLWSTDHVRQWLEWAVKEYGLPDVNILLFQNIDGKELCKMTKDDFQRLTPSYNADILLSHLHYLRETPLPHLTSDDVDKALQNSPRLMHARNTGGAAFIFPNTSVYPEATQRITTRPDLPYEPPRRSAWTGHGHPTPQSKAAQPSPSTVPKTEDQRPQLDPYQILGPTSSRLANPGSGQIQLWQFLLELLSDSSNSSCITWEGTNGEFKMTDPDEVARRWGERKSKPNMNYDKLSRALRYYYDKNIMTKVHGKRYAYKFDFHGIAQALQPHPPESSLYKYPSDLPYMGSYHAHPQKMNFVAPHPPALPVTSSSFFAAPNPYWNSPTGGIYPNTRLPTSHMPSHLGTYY
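His-tagged ERG Ets domain (1 uM in the protein solution; 300mM KCl, 50mM Tris-HCl, 1mM EDTA, 1mM DTT, pH 7.5) received compound, then a probe mix of 5 nM fluorescein-DNA and 100nM Texas-615-DNA. Fluorescence polarization was read for both dyes.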
12-LOX inh = Primary qHTS assay for inhibitors of human arachidonate 12S-lipoxygenase (ALOX12): Round 2; Polyunsaturated fatty acid lipoxygenase ALOX12 (Homo sapiens), P18054; purified 12hLO, xylenol orange hydroperoxide absorbance; Potency, µM (highest dose often 108 µM), for the others: at the top dose activity change, negative = inhibition, actives largely listed as inhibitors; hit rate 1.1% among 580,000; also: potency is read from the fitted curve at half-maximal effect; % is scaled to controls: 0 for no effect and ±100 for the full control effect
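Hydroperoxide product was detected by ferrous iron/xylenol orange as the 573 to 405 nm absorbance ratio. Arachidonic acid at 40 uM (final) was turned over for 30 min at room temperature by 150 nM human 12hLO, pH 7.0 Hepes buffer, after 15 min compound preincubation.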
Vif-A3G inh = qHTS for Inhibitors of Vif-A3G Interactions: qHTS | HeLa A3G-eYFP + Vif (tagged APOBEC3G with the HIV-1 protein that degrades it), YFP fluorescence, overnight | hit rate 0.076% among 410,000 | AID 602310, 2012 | Potency, µM (top dose mostly 46.1 µM), inactives show at the top dose activity, negative = active, usual class: inhibitors | DNA dC->dU-editing enzyme APOBEC-3G (Homo sapiens), Q9HC16;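 also: potency is read from the fitted curve at half-maximal effect; % is scaled to controls: 0 for no effect and ±100 for the full control effect; nearly all actives have a fitted effect of over 60% in size; hits raise eYFP signal because A3G escapes Vif-driven loss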
Target sequence (Q9HC16 whole entry, looked up): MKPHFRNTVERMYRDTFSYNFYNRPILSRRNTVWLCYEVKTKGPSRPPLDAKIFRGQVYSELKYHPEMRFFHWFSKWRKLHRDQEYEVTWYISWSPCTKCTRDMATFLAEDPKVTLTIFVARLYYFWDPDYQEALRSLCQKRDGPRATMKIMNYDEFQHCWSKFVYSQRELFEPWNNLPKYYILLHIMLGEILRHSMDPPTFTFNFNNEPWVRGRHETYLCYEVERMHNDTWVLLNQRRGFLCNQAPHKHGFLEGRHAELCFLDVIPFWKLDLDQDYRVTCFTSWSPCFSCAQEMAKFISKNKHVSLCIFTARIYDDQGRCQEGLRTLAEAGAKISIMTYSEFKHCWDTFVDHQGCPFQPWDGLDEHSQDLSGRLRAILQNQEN
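HeLa cells stably expressing Vif and C-terminally eYFP-tagged A3G, seeded overnight at 37 deg C, then exposed to compound by pintool overnight at 37 deg C. Rise in yellow fluorescence (Ex 488/Em 500-530, Acumen) marks blocked Vif-driven A3G degradation.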
RGS4 inhibitor = Inhibitors of Regulator of G Protein Signaling (RGS) 4: qHTS | AID 504845, 2011 | Potency, µM (highest dose often 114 µM), for the others: at the top dose activity change, negative = inhibition, most hits filed as inhibitors | Regulator of G-protein signaling 4 (Homo sapiens), P49798 | Transcreener GDP fluorescence polarization, RGS4-accelerated GTP hydrolysis | hit rate 0.039% among 390,000; also: potency is read from the fitted curve at half-maximal effect; % is scaled to controls: 0 for no effect and ±100 for the full control effect; nearly all actives have a fitted effect of over 75% in size; some results filed as inactive show a strong effect at the top dose
Target sequence (P49798 whole entry, looked up): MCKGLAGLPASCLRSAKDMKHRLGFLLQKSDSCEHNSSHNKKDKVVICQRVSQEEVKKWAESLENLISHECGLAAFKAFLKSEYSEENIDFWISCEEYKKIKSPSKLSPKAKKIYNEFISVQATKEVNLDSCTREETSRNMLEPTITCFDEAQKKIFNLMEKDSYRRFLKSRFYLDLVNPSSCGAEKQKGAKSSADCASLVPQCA
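MLSMR compounds (23 nl, pin-transferred) preincubated 10 min at room temperature with a 500nM (2x) first reagent, then RGS4 at 900nM (2x) plus Transcreener GDP mix added; fluorescence polarization (620/688 nm) read before and after 90 min at 30 °C.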
Glioma ERSR ind = qHTS for Inducers of the Endoplasmic Reticulum Stress Response (ERSR) in Human Glioma: qHTS. U87-MG GRP78 promoter luciferase reporter, 16 h. Potency, µM, for inactives: top-dose activation, most hits filed as activators. hit rate 0.02% among 420,000; also: potency is read from the fitted curve at half-maximal effect; series mostly up to about 76 µM; % of control where 0% means no effect; nearly all actives have a fitted effect of over 35% in size
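ERSR induction read as luciferase luminescence (Bright-Glo, 10 min at room temperature) in stably transfected human U87-MG glioma cells exposed to compounds for 16 h, using GRP78 as sensor.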
* hit, by the source's call; ? = inconclusive; nt = not tested or not shown; & = joins results of further samples; [ ] = remark or other dose. Unless noted, calls follow the shape of the dose curve; as a rule, active = well fitted curve in the direction sought with a large enough effect; inconclusive = small, poorly fitted or top-dose-only effect, or another doubt; inactive = no such curve, though single readings can be large; an effect the other way counts as inactive or inconclusive. Not all compounds are listed; rates above refer to the full screens.

SMILES	D2 agonist	D2 antagonist	LDHA block	Vif-A3F inh	ERG Ets-DNA blk	12-LOX inh	Vif-A3G inh	RGS4 inhibitor	Glioma ERSR ind
CCOC(=O)c1ccc(NC(=O)COCc2cc(-c3ccc4c(c3)OCO4)on2)cc1	-0.3	nt	1	2%	1%	-19%	6%	-3%	-2%
Cc1cc(NC(=O)C(C)SCC(=O)N(C)Cc2c(F)cccc2Cl)no1 (stereo not given)	nt	nt	-4	-1%	-4%	?	-4%	-5%	-1%
CS(=O)(=O)N(CC(=O)Nc1ccccc1)c1cccc(Cl)c1Cl	0.3	-5	-3	5%	?	-5%	-7%	17%	-2%
CN1CCN(c2ccc(S(=O)(=O)N3CCCCC3)cc2NC(=O)CSC(C)(C)C)CC1	nt	nt	-2	-1%	nt	-5%	2%	nt	-5%
C[C@@H]1CN([C@H](C)CO)C(=O)CCCn2nncc2CO[C@H]1CN(C)S(C)(=O)=O	nt	nt	-5	4%	nt	-15%	1%	nt	-2%
CCOC(=O)Nc1cc(NC(=O)OCC)c(C)nc1C	-0.6	-10	2	3%	-3%	-3%	2%	2%	-1%
O=C(Nc1ccc2c(c1)ncn2-c1ccccc1)c1ccco1	-1.1	-6	2	-5%	-3%	?	-12%	-28%	3%
Cc1ccc2nc(-c3ccc(S(=O)(=O)N4CCCCC4)cc3)cn2c1	-0.7	3	-4	-17%	7%	-12%	-3%	24%	-2%
Cc1cc(=O)oc2c(C)c(OCC(=O)N3CCN(c4cccc(Cl)c4)CC3)ccc12	0.0	-6	0	-13%	-12%	?	-2%	-9%	1%
CCN(CC)CCOC(=O)c1ccc(NC(=O)C(C)NC(=O)C23CC4CC(CC(C4)C2)C3)cc1 (stereo not given)	0.7	-1	1	8%	-3%	?	2%	-3%	3%
CCCc1nc2c(=O)n(C)c(=O)nc-2n(C)n1	0.4	-6	40	7%	3%	-28%	-17%	-40%	-17%
CN1C(=O)C(C)(C)c2cc(S(=O)(=O)N3CCCC3C(=O)Nc3ccc(F)cc3)ccc21 (stereo not given)	0.6	nt	0	7%	3%	0%	2%	4%	-2%
NNC(=O)c1cccc(COc2cccc(Br)c2)c1	0.0	-4	-10	-6%	-10%	17%	1%	-5%	6%
Nc1nc(-c2ccc3c(c2)CCCC3)c(CC(=O)O)s1	-0.7	17	-4	?	5%	?	-22%	-33%	-3%
CN(CC(=O)Nc1ccc(S(N)(=O)=O)cc1)Cc1ccccc1F	-1.0	-14	-6	3%	4%	-4%	5%	16%	-4%
O=C(CN1C(=O)COc2ccc(S(=O)(=O)N3CCOCC3)cc21)N1CCN(c2ccc(F)cc2)CC1	0.5	nt	-5	0%	2%	-11%	-6%	2%	6%
O=S(=O)(O)c1cc(OS(=O)(=O)c2ccccc2)cc2ccccc12	-0.4	-1	-6	-5%	7%	-3%	-6%	-1%	-3%
CCCc1cc(=O)oc2cc(C)c3c(-c4cccc(OC)c4)coc3c12	4.6	nt	2	?	-9%	-8%	-13%	2%	11%
COc1ccc(NC(=O)N(CCN2CCCC2)Cc2cc3cc(OC)c(OC)cc3[nH]c2=O)cc1	-0.2	28	3	-3%	9%	0%	0%	-6%	-2%
O=C(CN(Cc1cccs1)C(=O)CSc1nnc(COc2ccccc2)o1)NC1CCCC1	0.5	1	0	0%	nt	5%	1%	-5%	-4%
Clc1ccc(C=NN2CCCCCC2)cc1	nt	nt	-3	-5%	5%	?	-7%	-1%	-1%
O=C(CN1C(=O)NC2(CCCC2)C1=O)N1CCN(S(=O)(=O)c2ccccc2F)CC1	-0.4	-3	-7	-2%	-3%	5%	-4%	-2%	-4%
Cc1ccc(NC(=O)C2CCC(CNS(=O)(=O)c3cccc4nsnc34)CC2)c(Cl)c1 (stereo not given)	-1.3	nt	-2	-4%	2%	-1%	2%	-3%	-1%
COc1ccc(CCNC(=O)C(=O)NCC2OCCN2S(=O)(=O)c2ccccc2)cc1 (stereo not given)	-0.4	-1	2	4%	-5%	5%	1%	-15%	-5%
O=C(CN1CCN(c2ccccc2O)CC1)Nc1cc(S(=O)(=O)N2CCCC2)ccc1Cl	0.0	9	-2	-12%	1%	12%	1%	17%	-4%
Cc1nn(Cc2ccc(C(=O)N3N=C(C(F)F)CC3(O)C(F)F)o2)c(C)c1[N+](=O)[O-] (stereo not given)	0.5	8	0	-2%	1%	-13%	-1%	4%	2%
CCCC(c1nnnn1C(C)(C)CC)N1CCN(C(=O)c2ccco2)CC1 (stereo not given)	7.8	-7	-4	-2%	10%	-10%	-5%	-2%	-1%
CN(C(=O)COc1ncnc2ccc(Br)cc12)C1CCCCC1	nt	nt	-4	-9%	nt	-11%	-1%	nt	-6%
CC(=O)c1ccc(-n2ccc(=O)cc2)cc1	0.3	-10	-5	-8%	-10%	nt	0%	35%	-1%
Cc1ccc(S(=O)(=O)N2C[C@H]3C(=O)C[C@@H](c4ccc(Cl)cc4)N(S(=O)(=O)c4ccccc4C)[C@H]3C[C@H]2c2ccccc2)cc1	nt	nt	-6	0%	nt	?	0%	nt	-1%
Cc1ccc(S(=O)(=O)c2cnc(-c3ccccc3)nc2N2CCCCC2)cc1	0.1	-12	-2	12%	-17%	-26%	0%	6%[56.9 µM]	-4%
CCOc1ccc(NC(=S)NC(=O)/C=C/c2ccc(C)cc2)c([N+](=O)[O-])c1	0.0	1	-6	-13%	nt	3%	-18%	-23%	-2%
CCN(CC)c1ccc(C(=O)n2cnc3ccccc32)cc1	-0.2	-13	2	-9%	5%	10%	-26%	5%	2%
CC(NC(=O)Nn1cnnc1)(C(F)(F)F)C(F)(F)F	-0.6	-24	-10	-5%	-6%	3%	-1%	18%	1%
O=C(NC(=S)Nc1ccc(S(=O)(=O)Nc2nccs2)cc1)c1ccc(F)cc1	0.1	-9	-11	4%	nt	?	-4%	-48%	0%
COc1ccc(C2C3=C(CC(C)(C)CC3=O)Oc3ncn(CC(C)C)c(=N)c32)cc1 (stereo not given)	0.2	-9	-2	nt	3%	-4%	0%	18%	-2%
Cc1sc2ncn(CC(=O)N(C)c3cccc(C(F)(F)F)c3)c(=O)c2c1S(=O)(=O)N1CCN(c2ncccn2)CC1	-0.7	nt	-9	-2%	7%	0%	-4%	30%	-1%
CCc1ccc(OCC(=O)N2CCN(c3ccccn3)CC2)c(Br)c1	0.1	-17	-3	-6%	4%	465%[activator]	-1%	6%	-2%
CC1CC(=O)C2=C(C1)Nc1ccccc1SC2c1ccc(F)cc1 (stereo not given)	-1.2	22	3	1%	7%	1%	1%	-13%	-3%
O=C(O)CSc1nnc(-c2cccc(S(=O)(=O)N3CCOCC3)c2)n1-c1cccc(Cl)c1	-0.3	4	-5	4%	-2%	-5%	0%	19%	-4%
CC(=O)NCCc1nc2cc(NC(=O)c3ccccc3C)ccc2n1C	nt	nt	-8	4%	8%	8%	1%	16%	2%
CSc1ccc2c(c1)C(N1CCN(C)CC1)Cc1ccccc1S2 (stereo not given)	1.6	81*	-8&-4	10%&4%	2%&0%	?	-15%&-10%	?	-13%&1%&-4%&-2%&-10%
CN(C(=O)CSc1nncn1-c1ccccc1)c1ccccc1	-0.9	-1	-7	1%	5%	-5%	-2%	-17%	-4%
CC1(C)OC(=O)C2(Cc3ccccc3N3CCC(c4ccccc4)CC32)C(=O)O1 (stereo not given)	nt	nt	3	nt	nt	nt	5%	-24%	-1%
CCOC(=O)c1cc2c(ccn2C)n1Cc1cc(C)ccc1C	1.7	-1	18	3%	2%	13%	-3%	-10%	-3%
COc1ccc(S(=O)(=O)N(C)CC(=O)NC2CCCC2)cc1Cl	-0.3	2	-2	1%	7%	0%	0%	21%	-2%
CCCCCC(=O)Nc1c2c(nc3ccccc13)CCC2	0.3	2	-3	-6%	5%	-2%	0%	15%	0%
Cc1cc(C)cc(NC(=O)c2sc3nc(C)cc(C)c3c2N)c1	0.6	-5	-5	-10%	3%	3%	-1%	-16%	5%
CC(C)CC(N)c1csc(Nc2ccc(C(=O)c3ccccc3)cc2)n1 (stereo not given)	nt	nt	-4	nt	nt	?	-20%	nt	-7%
COc1ccc(OC)c(NC(=O)NC2CCCCCCC2)c1	0.3	10	-1	-4%	-1%	-7%	-5%	4%	-5%
COc1cccc(-c2nc(CS(=O)(=O)CC(=O)NCCCN3C(C)CCCC3C)c(C)o2)c1 (stereo not given)	0.0	3	-1	2%	0%	-3%	-1%	2%[11.4 µM]	-2%
